Source: PubChem
Diaph act CS – counter-screen for diaphorase-based assays: diaphorase activators and chemical reducers; actives 0.005% (n = 190,000); Diaphorase/resazurin coupled assay, resorufin fluorescence, 16 min; hits give high values; 1 = vehicle wells, 0 = NADH-free wells; activation factor at 20 µM;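 active means diaphorase activity raised at least twofold by the compound at 20 µM; inactive means activation factor below 2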
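Material: bacterial diaphorase enzyme (C. kluyveri); amount: enzyme 0.07 U/mL final; reagent: NADH substrate 0.114 mM plus resazurin dye 0.1 mM, final; doses: single compound dose of 20 µM, 1% DMSO final; timing: 16 min enzyme reaction, ambient temperature; measured by: fluorescence of resorufin, 544 nm excitation, 590 nm emission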
TNAP inh noacc – inhibitors of human TNAP without phosphate acceptor | P05186 | purified TNAP, CDP-star luminescence, 30 min | inhibition, % at 20 µM | actives 0.26% (n = 200,000);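 active means tissue-nonspecific alkaline phosphatase inhibition above about 50% at 20 µM in the single-dose screen, limit read from the data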;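 further: 0% = DMSO negative control and 100% = EDTA positive control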
TNAP inh hi DEA – blocks human TNAP under high phosphate acceptor concentration; P05186; purified TNAP, CDP-star luminescence, 1 M DEA; inhibition, % at 20 µM; actives 0.03% (n = 200,000);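 active means over 50% inhibition of tissue-nonspecific alkaline phosphatase at 20 µM in the single-dose screen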;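 further: plate controls were DMSO wells for no effect and EDTA-quenched wells as full inhibition for full effect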
PMI act satM6P – PMI (human) activation, high substrate. P34949. coupled PMI enzyme assay, resazurin fluorescence, 20 min; hits give high values; 1 = untreated enzyme, 0 = substrate-free blank. activation factor at 20 µM. actives 0.34% (n = 190,000);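 active means activation factor of 2 or more at 20 µM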
Target sequence (P34949 whole entry, looked up): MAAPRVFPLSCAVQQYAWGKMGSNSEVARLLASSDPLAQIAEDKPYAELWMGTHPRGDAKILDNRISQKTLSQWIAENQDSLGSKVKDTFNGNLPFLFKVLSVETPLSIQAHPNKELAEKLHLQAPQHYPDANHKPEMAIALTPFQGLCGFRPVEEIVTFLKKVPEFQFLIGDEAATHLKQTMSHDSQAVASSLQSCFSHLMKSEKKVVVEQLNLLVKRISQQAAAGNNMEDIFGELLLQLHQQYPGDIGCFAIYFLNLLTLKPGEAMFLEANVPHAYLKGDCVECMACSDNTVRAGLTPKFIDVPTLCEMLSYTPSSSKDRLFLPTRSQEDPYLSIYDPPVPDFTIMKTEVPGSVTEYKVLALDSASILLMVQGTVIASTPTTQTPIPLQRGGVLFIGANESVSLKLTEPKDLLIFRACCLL
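Test system: human PMI in coupled enzyme assay; Input: PMI at 15 ng/mL final; Medium: HEPES buffer, pH 7.4; Schedule: 20 min incubation at room temperature; Technique: resorufin fluorescence at Ex 544/Em 590 nm; Compound: 20 µM single dose; Probe or stimulus: Near-saturating mannose-6-phosphate, 1.0 mM.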
bIAP inh – blocks bovine intestinal alkaline phosphatase activity; purified bovine IAP, CDP-star luminescence, 30 min; inhibition, % at 20 µM; 190,000 tested, under 10 active;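 active means over 50% inhibition of intestinal alkaline phosphatase at 20 µM in the single-dose screen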
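Assay system: bovine IAP enzyme; medium: DEA buffer 100 mM, pH 9.8, with MgCl2 1.0 mM, ZnCl2 0.02 mM; doses: 20 µM single dose; incubation: enzyme reaction for 30 min at room temperature; detection: CDP-star luminescence signal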
L major viab – inhibitors of Leishmania major promastigote growth; Leishmania major promastigotes, resazurin fluorescence viability; inhibition, % at 10 µM; actives 9% (n = 200,000); AID 1063; in the data active means inhibition above about 50%;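 further: promastigotes grown with compound for 44 hours at 28 °C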
PMI activator – activators of human phosphomannose isomerase | purified human PMI, coupled resazurin fluorescence, 20 min; hits give high values; 1 = vehicle control, 0 substrate-free wells | actives 0.005% (n = 190,000) | activation factor at 20 µM | AID 1214 | P34949;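 active means activation factor of 2 or more at 20 µM, relative to plate controls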
Diaphorase inh – counter-screen for diaphorase-based assays: diaphorase inhibitors and chemical oxidizers; diaphorase resazurin-to-resorufin fluorescence, NADH, 16 min; bacterial (C. kluyveri) enzyme, not human; inhibition, % at 20 µM; actives 0.69% (n = 190,000); AID 1217;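 active means primary screen inhibition at 20 µM above a set limit, cut at about 50% in these data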;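 further: plate controls were DMSO with full reaction for no effect and wells lacking NADH for full effect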
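Test system: bacterial diaphorase enzyme (C. kluyveri); Quantity: 0.14 U/mL diaphorase, enzyme working solution; Times: reaction incubation of 16 min at room temperature; Measured by: fluorescence of resorufin formed from resazurin, Ex 544/Em 590 nm; Benchmarks: positive control minus NADH, DMSO neutral control.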
bIAP activator – increases bovine intestinal alkaline phosphatase activity | purified bovine IAP, CDP-star luminescence, 30 min; hits give high values; fold of DMSO-control signal, blank-subtracted | activation factor at 20 µM | actives 0.17% (n = 200,000);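 active means activation factor of 2 or more at 20 µM, a signal rise over negative controls twice the positive control's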
TNAP act hiacc – TNAP (human) activation, high acceptor; P05186; purified TNAP, CDP-star luminescence, 1 M DEA, 30 min; hits give high values; 0 = EDTA background, 1 = DMSO-only activity; activation factor at 20 µM; 200,000 tested, under 10 active; AID 1136;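 active means activation factor at least 2 at 20 µM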
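Measured by: Luminescent substrate turnover signal | Test system: Human TNAP | Input: TNAP 1/800 final | Dosing: 20 µM single point | Schedule: 30 min, room temperature | Controls: EDTA wells as negative control, DMSO wells as positive control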
Starred values were filed as active, the others as inactive; x = no result given.

SMILES	Diaph act CS	TNAP inh noacc	TNAP inh hi DEA	PMI act satM6P	bIAP inh	L major viab	PMI activator	Diaphorase inh	bIAP activator	TNAP act hiacc
O=C1NC(c2ccccc2)(C(F)(F)F)C(=O)N1Cc1cccnc1 (centres undefined)	1.1	0	-5	0.9	9	-3	1	-7	0.9	1.1
CCOc1ccc(/C(O)=C2/C(=O)C(=O)N(CCOCCO)C2c2ccc(F)cc2)cc1 (centres undefined)	0.8	-6	-2	1.1	-3	-10	1.1	20	1	1
CC(=O)N(C1=C(O)c2ccccc2C(=O)C1=O)C1CCCCC1	1	6	9	1.1	5	-2	1.3	-3	0.9	0.9
O=C(Nc1ccc2c(c1)OCO2)c1ccc2c(c1)OCO2	0.8	-4	-1	0.9	-11	-2	0.9	15	1.1	1
CC(C(=O)Nc1ncccn1)(c1ccccc1)c1ccccc1	1	-6	-2	1	-10	-2	1	-2	1.1	1
COc1ccccc1NC(=O)C1=C(C)NC(=O)NC1c1ccccc1F (centres undefined)	0.9	-9	-3	0.9	5	-2	0.9	8	0.9	1
Cc1cc(C)cc(OCc2ccc(C(=O)N3N=C(C(F)F)CC3(O)C(F)F)o2)c1 (centres undefined)	0.8	-18	-7	0.8	9	1	0.8	20	0.9	1.1
Cc1cc(C)cc(NC(=O)COC(=O)c2cc(=O)[nH]c(=O)[nH]2)c1	0.8	-10	-6	1	-9	-9	1	20	1.1	1.1
COc1cccc(N2C(=O)CC(N3CCN(C(=O)c4ccco4)CC3)C2=O)c1 (centres undefined)	0.9	-5	-2	0.9	5	-6	0.8	13	1	1
COc1ccc(C(=O)C/C(=C\C(=O)c2ccc(C)cc2)c2ccccc2)cc1	0.8	-8	-5	0.9	5	52*	0.9	21	0.9	1
COc1ccccc1NC(=O)c1ccccc1NS(C)(=O)=O	0.9	-16	-6	1	8	9	1	14	0.9	1.1
Cn1c(=O)[nH]c(NC2CCCCC2)c([N+](=O)[O-])c1=O	0.9	-2	2	1	4	30	1.1	6	1	1
CNC(=S)Nc1cccc([N+](=O)[O-])c1	1	-16	-5	1.1	-6	-3	1.1	2	1.1	1.1
COC(=O)c1cc2c(ccn2-c2ccc(F)cc2)n1CC(=O)C(C)(C)C	0.9	-4	-2	0.8	4	-3	0.9	11	1	1
Cc1csc(NC(=O)C2CCCN(S(=O)(=O)c3ccc4c(c3)oc(=O)n4C)C2)n1 (centres undefined)	0.8	-6	0	0.8	-7	2	0.9	20	1.1	1
COCCN1C(=O)c2ccc(C(=O)Nc3nccs3)cc2C1=O	0.9	-4	0	1	0	-8	0.9	5	1	1
CC1CN(c2nc(-c3ccc(Br)cc3)nnc2-c2ccccc2)CC(C)N1 (centres undefined)	0.9	1	1	0.9	9	90*	1	6	0.9	1
CC(C)Oc1nc(-c2ccccc2O)nc2ccccc12	0.8	-10	-6	0.9	22	7	1	16	0.8	1.1
O=C(CSCc1nc2ccccc2[nH]1)N1CCN(c2cccc(Cl)c2)CC1	0.8	-26	-11	0.9	-4	-4	1.1	17	1	1.1
CCOc1ccc2c(c1)C(c1cccs1)=NNC(c1cccnc1)=N2	1	0	-1	0.9	-34	9	0.9	2	1.3	1
COc1ccc2nc(NC(=O)CSc3nc4cccnc4n3C)sc2c1	1.1	4	-3	1	11	-5	1	-14	0.9	1
Cc1cc2cc(CNS(=O)(=O)c3ccc4ccccc4c3)ccc2n1C	1	-3	-4	1.2	-5	-5	1	4	1.1	1
CC(Cc1n[nH]c(=S)o1)c1ccccc1 (centres undefined)	0.8	-2	-6	1.1	-3	-3	1.2	15	1	1.1
CCN(CC)c1ccc(NC(=O)C2=CCN(S(=O)(=O)c3ccc(F)cc3)CC2)c(C)c1	0.8	-12	-4	0.7	12	11	0.8	25	0.9	1
O=C(COc1ccccc1Cl)OCC(=O)N1CCN(S(=O)(=O)c2ccccc2)CC1	0.8	-12	-6	0.9	5	-3	0.8	24	1	1.1
CCOc1ccc(N/C=C/C(=O)c2ccc3ccccc3c2)c([N+](=O)[O-])c1	1	15	12	1	19	4	1	-4	0.8	0.9
Cc1nc2nc(-c3ccc(Cl)cc3)nn2c(C)c1Cl	0.9	-8	-2	0.9	3	-5	1	10	1	1
CC(CO)(CO)NCc1ccc(-c2ccccc2)cc1	1	-8	-1	1.1	x	44	1	-5	0.4	1
Cn1c(CN2CCOCC2)nnc1SCC(=O)NC1CCCCC1	0.8	-9	-5	0.9	8	-7	0.9	21	0.9	1.1
O=[N+]([O-])c1cccc(S(=O)(=O)Nc2nc3ccccc3nc2Nc2cccc(S(=O)(=O)N3CCCCC3)c2)c1	0.6	-8	-2	1	8	-5	0.9	39	0.9	1

Quoted from the listing:
Under bIAP inh, `Cc1csc(NC(=O)C2CCCN(S(=O)(=O)c3ccc4c(c3)oc(=O)n4C)C2)n1` (centres undefined) reads -7
Under bIAP inh, `CCOc1ccc(N/C=C/C(=O)c2ccc3ccccc3c2)c([N+](=O)[O-])c1` reads 19

Compound profiles, from the list above.
CCOc1ccc(N/C=C/C(=O)c2ccc3ccccc3c2)c([N+](=O)[O-])c1 as listed: Diaph act CS: 1; TNAP inh noacc: 15; TNAP inh hi DEA: 12; PMI act satM6P: 1; bIAP inh: 19; L major viab: 4; PMI activator: 1; Diaphorase inh: -4; bIAP activator: 0.8; TNAP act hiacc: 0.9
Cc1cc2cc(CNS(=O)(=O)c3ccc4ccccc4c3)ccc2n1C as listed: Diaph act CS: 1; TNAP inh noacc: -3; TNAP inh hi DEA: -4; PMI act satM6P: 1.2; bIAP inh: -5; L major viab: -5; PMI activator: 1; Diaphorase inh: 4; bIAP activator: 1.1; TNAP act hiacc: 1

The listing continues.
SMILES	Diaph act CS	TNAP inh noacc	TNAP inh hi DEA	PMI act satM6P	bIAP inh	L major viab	PMI activator	Diaphorase inh	bIAP activator	TNAP act hiacc
CCCCCCCCCCCNC(=O)c1ccoc1C	0.8	-3	-4	1	1	4	1	19	1	1
N#CCCN(CCC#N)c1nncs1	0.9	-6	0	0.9	12	0	0.8	13	0.9	1
Cc1no[n+]([O-])c1COc1ccc(/C=N/n2nnnc2N)cc1	0.8	-10	-6	1	12	57*	1	15	0.9	1.1
Cc1ccc(C(C(=O)NC2CCCCC2)N2CCOCC2)cc1 (centres undefined)	0.9	-6	-4	0.9	-6	-5	0.8	14	1.1	1
CC(=O)NN1C(=O)/C(=C\c2ccc(Br)o2)SC1=S	0.9	4	9	0.8	8	44	1	11	0.9	0.9
Nc1ncc(Br)cc1S(=O)(=O)NCCC(=O)N1CCN(c2ncccn2)CC1	0.9	-4	-1	0.9	-2	4	0.9	13	1	1
Nc1ccc(C(=O)Nc2ccco2)cc1	0.9	-2	5	0.9	-2	3	1	7	1	1
Cc1ccc(-c2c[n+](Cc3ccc(Cl)c(Cl)c3)c3n2CCC3)cc1	1	-25	-2	1.1	x	100*	1.1	-4	0.3	1
COc1ccc(OC(C)C(=O)NCCc2nc3ccccc3[nH]2)cc1 (centres undefined)	1	-8	-3	1	9	-3	1.1	4	0.9	1
Cc1ccc(S(=O)(=O)N2CCN(S(=O)(=O)c3ccccc3)C2c2ccc(N(C)C)cc2)cc1 (centres undefined)	0.7	-4	-4	0.9	10	89*	0.8	26	0.9	1
Oc1ccc(/C=N/N2CCN(C3c4ccccc4-c4ccccc43)CC2)c(O)c1	0.8	-3	-3	0.7	-3	-3	0.7	22	1	1

Laid out differently: entries from further up
N#CCCN(CCC#N)c1nncs1
  Diaph act CS: 0.9
  TNAP inh noacc: -6
  TNAP inh hi DEA: 0
  PMI act satM6P: 0.9
  bIAP inh: 12
  L major viab: 0
  PMI activator: 0.8
  Diaphorase inh: 13
  bIAP activator: 0.9
  TNAP act hiacc: 1

Cc1no[n+]([O-])c1COc1ccc(/C=N/n2nnnc2N)cc1
  Diaph act CS: 0.8
  TNAP inh noacc: -10
  TNAP inh hi DEA: -6
  PMI act satM6P: 1
  bIAP inh: 12
  L major viab: 57*
  PMI activator: 1
  Diaphorase inh: 15
  bIAP activator: 0.9
  TNAP act hiacc: 1.1
